# High-throughput results from PubChem.
# HTR5A ag ctr – activates human HTR5A in OPRM1-OPRD1 agonist counter-screen | HTR5A agonist assay, luminescence, cell-based | P47898 | 340,000 compounds, 0.61% hits | activation, % at 9.3 µM; in the data active = activation mostly above about 9.5%, no sharp cut-off; inactive = mostly below about 7.6%;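 also: 0% = cells with vehicle only and 100% = reference agonist; strong numbers were not always called active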
# Target sequence (P47898 whole entry, looked up): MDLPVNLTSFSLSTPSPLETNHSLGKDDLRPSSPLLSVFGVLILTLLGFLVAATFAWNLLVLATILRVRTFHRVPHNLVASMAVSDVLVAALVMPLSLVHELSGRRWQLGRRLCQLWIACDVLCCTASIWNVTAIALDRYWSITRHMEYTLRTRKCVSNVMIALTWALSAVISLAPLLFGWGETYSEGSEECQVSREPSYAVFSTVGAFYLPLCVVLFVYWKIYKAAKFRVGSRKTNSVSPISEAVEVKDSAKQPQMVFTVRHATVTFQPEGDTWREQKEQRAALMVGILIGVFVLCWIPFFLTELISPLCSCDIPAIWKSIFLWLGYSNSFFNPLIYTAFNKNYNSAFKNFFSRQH
# Pemphigus Ab inh – blocks pemphigus antibody binding to human desmoglein-3; DSG3-coupled beads, scFv-anti-DSG3-GFP binding, flow cytometry; stronger effect = lower value; binding (percent of control), % at 10 µM; 310,000 compounds, 0.48% hits; AID 588358;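 active = binding more than 3 SD below its plate's average and above zero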; also: some compounds called inactive have numbers as strong as hits
# phage Ecoli inh – E. coli growth loss with phage present | 360,000 compounds, 0.26% hits | AID 651602 | inhibition, % at 11.9 µM | growth absorbance; in the data active = inhibition above about 11%
# PKA-R1A act – PKA-R1A complex activation; P00514+P68181; PKA-R1A dissociation, Cy5-IP20 fluorescence polarization; scaled: DMSO 0%, 113 µM cGMP 100%; activation, % at 11.4 µM; 340,000 compounds, 0.083% hits;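 active = percent activation above the mean of all tested compounds plus 3 SD, cut at about 19% in these data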;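 also: higher means more PKAc released from R1A so a rise in polarization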
# E coli growth – bacterial growth inhibition, counter-screen for AddAB inhibitors | E. coli V3065 growth, OD600 absorbance, 18 h | inhibition, % at 11.9 µM | 330,000 compounds, 0.27% hits | AID 449728;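 active = inhibition above the campaign's mean inhibition across all tested compounds plus 3 SD, cut at about 9.9% in these data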;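 also: uninfected addAB+ strain grown without phage in ampicillin broth; 0% = DMSO wells and 100% = ciprofloxacin 0.95 µg/ml wells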
# SUMO Mot1 rescue – SUMOylation pathway inhibition by Mot1-301 growth rescue; growth rescue, % at 18.8 µM; AID 2716; S. cerevisiae Mot1-301 growth rescue, ATP luminescence, 38.5C; percent above DMSO median, 100 means doubled; 320,000 compounds, 1% hits;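 active = every valid replicate shows activation above 250% relative to neutral control wells; inactive = the rest, any valid replicate at or below 250%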;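 also: OY570 slx delta 5 strain wells were the positive control but not used for scaling; some compounds called inactive have numbers as strong as hits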
# OPRM1-OPRD1 ag – agonists of human mu-delta opioid receptor heterodimerization; 340,000 compounds, 0.3% hits; P35372+P41143; activation, % at 9.3 µM; cells, OPRM1-OPRD1 heterodimerization, luminescence; in the data active = activation above about 18%;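 also: 0% = vehicle-treated cells and 100% = reference agonist; values of inactives mirror those of a sister screen read the other way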
# AddAB inh – less growth of phage-infected E. coli with AddAB | AID 435030 | inhibition, % at 11.9 µM | E. coli expressing H. pylori AddAB, absorbance growth | 330,000 compounds, 0.29% hits; in the data active = inhibition above about 12%;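 also: 0% = vehicle wells of infected cells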
# HTR5A inv ag – counter-screen for OPRM1-OPRD1 inverse agonists: human HTR5A inverse agonism; P47898; HTR5A cell line, luminescence; inhibition, % at 9.3 µM; 340,000 compounds, 0.083% hits; AID 504634; in the data active = inhibition mostly above about 23%, no sharp cut-off; inactive = mostly below about 18%;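 also: 0% = cells with DMSO and 100% = no-cell wells with DMSO; some compounds called inactive have numbers as strong as hits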
# OPRM1-OPRD1 inv – mu-delta opioid heterodimer inverse agonism. AID 504357. P35372+P41143. cell-based MOR-DOR heterodimer luminescence. inhibition, % at 9.3 µM. 340,000 compounds, 0.21% hits; in the data active = inhibition above about 22%, passing the limit was not always enough;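 also: 0% = cells with DMSO and 100% = wells without cells with DMSO; values of inactives mirror those of a sister screen read the other way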
# PfHsp90 set2 – growth inhibition of yeast expressing Plasmodium Hsp90; inhibition, % at 9.4 µM; 310,000 compounds, 0.32% hits; AID 504621; S. cerevisiae expressing PfHsp90, BacTiter-Glo ATP, 48 h; yeast lacking PDR1 and PDR3 efflux regulators;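 active = every replicate shows inhibition above about 80%, whatever the replicate mean, limit read from the data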;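 also: 0% = DMSO neutral controls and 100% = 20 µM radicicol positive controls; yeast relying on Plasmodium falciparum Hsp90 in place of its own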
# Active calls of the source: *; . = no result given; + = active, no number. Hits appear at their usual frequency. Share with any hit: about 3.2%.
SMILES	PfHsp90 set2	phage Ecoli inh	OPRM1-OPRD1 inv	HTR5A inv ag	HTR5A ag ctr	PKA-R1A act	OPRM1-OPRD1 ag	E coli growth	SUMO Mot1 rescue	AddAB inh	Pemphigus Ab inh
COc1ccc(/C=N/NC(=O)c2ccc3nc[nH]c3c2)cc1OC	-13	-2.9	20	1	0	-4	-4.0	1.0	-4	1.4	.
COc1ccc(S(=O)(=O)N2CCN(C(=O)c3cccnc3)CC2)cc1OC	-15	3.3	18	8	-2	-7	-3.9	0.8	3	1.1	97
CN(C)S(=O)(=O)N(CC(=O)Nc1ccccc1F)c1ccccc1	3	1.5	13	-11	1	1	-2.1	-0.2	3	-2.9	.
CC1(c2ccccc2Cl)NC(=O)N(CC(=O)NCc2ccco2)C1=O (stereo unspecified)	-14	4.5	5	17	-6	-7	-0.9	1.7	-5	1.4	109
Cc1csc(Sc2nc3c(c(=O)[nH]c(=O)n3C)n2Cc2ccccc2Cl)n1	.	2.5	12	0	0	-3	-2.4	0.0	23	1.4	.
Cc1ccc(O)c(-c2cc(C(=O)Nc3c(C)n(C)n(-c4ccccc4)c3=O)[nH]n2)c1	3	2.1	8	1	2	-2	-1.5	2.1	-13	1.6	125
C[C@@H](C(=O)N1CCN(Cc2ccc3c(c2)OCO3)CC1)n1nnc2ccccc2c1=O	16	-0.2	-5	-10	8	4	1.0	-0.6	18	0.9	107
Cc1ccc(NC(=S)N2CCN(Cc3ccc4c(c3)OCO4)CC2)c(C)c1	-25	5.1	9	-27	2	-10	-1.6	-0.3	378*	0.2	74
Cn1c(CNC(=O)c2ccc3c(c2)OCO3)nnc1SCC(=O)Nc1ccc(F)cc1F	4	0.2	-20	2	-1	-2	2.5	0.1	-8	1.0	91
O=C(CCCNC(=O)c1ccc(Cl)cc1)Nc1nccs1	42	4.3	14	-4	1	-11	-2.9	-0.2	3	2.4	117
CN(C(=O)COc1ccccc1)c1nnc(-c2cccnc2)s1	22	1.4	3	-6	-3	6	-0.6	-3.7	133	2.5	95
CCOC(=O)c1cc(NC(=O)SCC(=O)O)c(C)nc1C	-7	1.4	-2	-4	-3	0	0.4	0.6	-2	1.7	194
CCOC(=O)c1ccc(NC(=O)c2sc3nc4n(c(=O)c3c2C)CCC4)cc1	-7	-0.4	1	-4	7	3	-0.2	-2.9	12	3.9	.
COc1ccc(S(=O)(=O)Nc2ccc(F)cc2)c(C)c1C	-8	2.5	-26	-8	1	-5	5.2	0.5	21	1.4	112
CC[C@H](C)[C@H](NC(=O)c1ccc(Cl)cc1)C(=O)OCC(=O)c1ccc2c(c1)NC(=O)CO2	-9	0.8	-43	-34	7	4	7.2	-3.0	10	0.8	95
Cc1ccc(N(CC(=O)NC2CC3CCC2C3)S(C)(=O)=O)cc1C (stereo unspecified)	-8	2.0	-6	15	5	3	1.1	1.4	-6	2.0	102
Cn1c(Oc2ccccc2)c(C=O)c2ccccc21	0	4.2	16	-1	0	-5	-3.2	3.3	-11	4.5	100
Cc1ccc(-c2nnc(Nc3ccc4c(c3)OCO4)c3ccccc23)cc1S(=O)(=O)NC(C)C	6	2.6	17	6	-3	16	-3.2	0.7	301	1.4	97
O=C(/C=C/c1cccc([N+](=O)[O-])c1)NCc1ccccc1	12	4.5	12	-2	1	-8	-2.5	-1.1	-4	-0.3	97
CCc1nn2c(N(C)CCO)cc(C)nc2c1-c1ccc(F)cc1	.	2.2	-5	10	-4	-13	1.0	-2.2	60	0.9	118
S=C(Nc1cccc2ccccc12)Nc1cccc2ccccc12	1	1.2	-22	-7	2	9	4.2	.	.	.	106
COc1ccc(Nc2nc(NCc3ccco3)nc(N/N=C/c3ccc(O)cc3)n2)cc1	-14	2.9	1	-6	0	-6	-0.1	-3.3	-8	-3.6	82
CC(=O)Nc1ccc(S(=O)(=O)NCCC(=O)NCCc2ccc(F)cc2)cc1	.	3.2	11	15	-7	-12	-2.3	0.6	5	5.6	.
CCN(CC)S(=O)(=O)c1ccc2c(c1)nc(CCC(=O)OCC(=O)Nc1cc(OC)cc(OC)c1)n2C	-6	1.6	8	3	-1	-2	-1.3	0.2	24	-0.8	102
CCCCOc1ccc(C(=O)Nc2ccc(N3CCN(C)CC3)cc2)cc1	-40	2.3	5	7	1	3	-1.0	-0.5	+	5.9	103

# Following part.
SMILES	PfHsp90 set2	phage Ecoli inh	OPRM1-OPRD1 inv	HTR5A inv ag	HTR5A ag ctr	PKA-R1A act	OPRM1-OPRD1 ag	E coli growth	SUMO Mot1 rescue	AddAB inh	Pemphigus Ab inh
Cc1noc(C)c1CSCC(=O)N(C)CC(=O)Nc1ccc(F)cc1	-13	0.8	-3	4	-5	0	0.7	-1.3	-14	0.0	96
CCOC(=O)C(=NCCCN(C)C)NNc1cc(C(F)(F)F)ccc1Cl	18	2.1	-4	-5	2	2	0.8	0.1	7	1.7	102
COc1ccc(NC(=O)c2c(C)nn(Cc3ccccc3)c2C)cc1S(=O)(=O)N(C)C	14	1.5	4	1	11	3	-0.8	2.8	5	1.5	107
CCCc1ccc(C(=O)N2CCN(c3ccccc3OCC)CC2)cc1	-6	1.0	-26	-14	2	0	4.8	0.7	21	1.5	99
COc1cccc(C2C(C(C)=O)=C(C)Nc3ncnn32)c1 (stereo unspecified)	5	.	22	14	-4	0	-5.0	1.6	145	0.7	120
Nc1nc(-c2ccc3c(c2)CCC(=O)N3)cs1	12	1.4	3	-11	4	2	-0.6	-0.9	-15	-1.6	99
CCS(=O)(=O)N1Cc2ccccc2CC1C(=O)Nc1nnc(C2CC2)s1 (stereo unspecified)	-3	-0.5	14	-3	1	9	-2.6	1.9	4	2.3	109
CCc1c(C)nc(N)n2c(SCC(=O)NC3CCCCC3)nnc12	-3	3.6	4	-26	-4	-1	-0.6	-3.1	67	2.0	103
Cc1noc(C)c1C(=O)OCC(=O)NC(c1ccccc1)c1ccccc1	6	2.2	12	1	6	-3	-2.3	-2.2	-9	1.4	97
Cc1ccc(CNC(=O)CCC(=O)c2cccs2)cc1	-9	1.8	6	12	2	-10	-1.1	-1.4	-10	-1.6	95
CCc1ccc(S(=O)(=O)Nc2ccc(O)c3ccccc23)cc1	-9	1.3	-19	3	-1	0	3.5	-1.6	-20	-0.8	93
O=C(/C=C/c1ccccc1)NC(=S)NNC(=O)Cc1cccs1	3	0.0	18	-13	-1	-4	-3.3	-2.4	-28	-1.7	97
CC(=O)C1(O)C(C)CC2C3CC=C4CC(O)CCC4(C)C3CCC21C (stereo unspecified)	-11	3.6	12	-2	1	-2	-2.3	.	.	.	95
O=C(Nc1cccc2[nH]ncc12)NS(=O)(=O)c1ccccc1	15	-2.1	-6	0	0	-1	1.3	0.6	116	0.5	96
CCOC(=O)c1nc(C)sc1-c1ccnn1S(=O)(=O)c1ccc(Cl)cc1Cl	9	-0.3	-25	25	1	8	4.8	-0.6	-3	1.1	110
CC(C)N(CCO)Cc1nc(C(c2ccccc2)c2ccccc2)no1	-1	0.0	3	-12	3	-1	-0.5	-1.3	2	1.5	106
CCc1ccc2[nH]c3nc(SCc4nnc(-c5ccc(C)cc5)o4)nnc3c2c1	-11	1.4	2	-22	2	-3	-0.3	2.8	-1	2.3	102
O=C(NCCc1ccc(Cl)cc1)C1CCC(CNc2c(N3CCCCC3)c(=O)c2=O)CC1 (stereo unspecified)	-23	5.0	8	1	0	3	-1.3	0.3	-4	1.9	99
CCOC(=O)c1ccc(S(=O)(=O)Nc2nc3cc(S(=O)(=O)NC4=NCCCCC4)ccc3s2)cc1	-2	1.2	6	8	2	-6	-1.2	1.4	-15	0.1	105
CCOc1cccc(CN(CC)CC2CCCN(CCc3cccc(OC)c3)C2)c1O (stereo unspecified)	-3	1.1	0	-12	4	-10	0.0	-2.8	-16	1.7	114
Cc1ccc(NC(=O)Cn2sc3nc(C)cc(C)c3c2=O)c(Cl)c1	12	-0.7	10	-15	5	-1	-2.0	0.7	559*	-0.2	81
Cc1ccc(-c2nn3c(C)nnc3s2)cc1NC(=O)c1ccc(-c2cccc(Cl)c2)o1	-27	3.4	6	-25	7	-2	-0.9	.	.	.	100
N#CC1=C(N)Oc2cc(N)ccc2C1c1cccc(Br)c1 (stereo unspecified)	16	2.1	9	-19	6	-12	-1.9	.	-6	.	123
Cc1cc(C(=O)N2CCN(C/C=C/c3ccccc3)CC2)cs1	2	.	-9	15	-1	15	1.7	0.8	20	1.1	108
Cn1cc(S(=O)(=O)N2CCN(C(=O)c3ccco3)CC2)c(=O)n(C)c1=O	-4	1.3	13	-11	2	-6	-2.2	1.5	4	0.2	102

# Additional entries
SMILES	PfHsp90 set2	phage Ecoli inh	OPRM1-OPRD1 inv	HTR5A inv ag	HTR5A ag ctr	PKA-R1A act	OPRM1-OPRD1 ag	E coli growth	SUMO Mot1 rescue	AddAB inh	Pemphigus Ab inh
CC(=O)c1c(C)[nH]c(C(=O)OCc2c(F)cccc2Cl)c1C	3	4.5	10	-9	3	-6	-1.9	-0.9	7	0.0	100
COc1cccc(NC(=O)CC(=O)c2ccccc2)c1	-23	-0.1	3	2	0	0	-0.7	1.1	-9	-1.6	100
O=C(Nc1ccc(F)cc1F)c1cccc(C(=O)Nc2ccc(F)cc2F)n1	-11	3.1	5	6	2	0	-1.4	0.2	-11	2.5	109
COC(=O)C(C)(C(=O)OC)c1ccc(C(F)(F)F)cc1[N+](=O)[O-]	11	1.8	-6	-40	6	7	1.4	0.4	-23	4.6	.
CC(CCc1ccccc1)NCc1cccc2ccccc12 (stereo unspecified)	-12	-0.2	-37	4	-2	2	7.4	3.0	111	-0.2	95
CC(C)OC(=O)c1sc2nc(-c3ccccc3)ccc2c1N	-28	3.5	-10	-3	1	-3	1.9	-1.3	-3	0.8	90
Cc1cc(OC(C)C(=O)NCc2ccncc2)c2c(C)c(C)c(=O)oc2c1 (stereo unspecified)	-14	1.1	5	-3	-6	0	-1.0	-0.3	-51	5.6	101
Cc1csc(NC(=O)C2CCCN(S(=O)(=O)c3ccc4c(c3)oc(=O)n4C)C2)n1 (stereo unspecified)	14	2.1	-8	-32	12	-5	1.5	0.2	16	0.6	101
COc1ccc(OC)c(-n2c(-c3ccc(O)cc3O)n[nH]c2=S)c1	-4	-1.8	-6	-18	7	5	1.2	-1.8	-6	-1.5	96
O=C(Nc1ccc(F)cc1)N1CCOCC1	.	3.9	-4	11	-5	-1	0.9	0.8	-20	-0.5	100
Cc1occc1-c1nnc(SCC(=O)N2CCCc3ccccc32)n1Cc1ccco1	-1	-3.0	7	-3	3	13	-1.2	.	.	.	105
CCOc1ccccc1C(=O)NCC(=O)Nc1ccc2c(c1)OCO2	-15	1.2	3	-4	3	3	-0.8	2.1	-11	1.9	102
